Screening results: PubChem BioAssay, The Scripps Research Institute Molecular Screening Center
TDP2 inh – TDP2 (human) inhibition, absorbance primary screen | O95551 | recombinant TDP2, T5PNP hydrolysis, p-nitrophenol absorbance 415 nm | 0.34% of 370,000 active | inhibition, % at 12.8 µM;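 active = inhibition above the mean of all tested compounds plus 3 SD, set per campaign, cut at about 25% in these data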;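 also: 0% = DMSO with enzyme and 100% = buffer with substrate but no TDP2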
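Incubation: 2 h at 37 °C; Test system: recombinant human TDP2; Quantity: enzyme 120 nM; Read-out basis: percent inhibition; Medium: 50 mM Tris-HCl pH 7.5 with Mg2+, KCl, DTT, BSA; Repeats: single replicate; Compound: 12.8 µM single point, 1% DMSO; Signal: epi absorbance; Reagent: 5 mM T5PNP chromogenic substrate; Benchmarks: no-enzyme high, DMSO-plus-enzyme low.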
LEDGF integ inh – blocks HIV-1 LEDGF/p75-dependent DNA integration; TR-FRET IN-LEDGF/p75 DNA integration, Eu/Cy5; inhibition, % at 3.7 µM; 0.64% of 370,000 active; AID 743269;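 active = inhibition above the screen-wide mean plus 3 SD, cut at about 13% in these data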;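 also: signal is the Cy5 over europium emission ratio at 671 and 618 nm; 0% = plate median of compound wells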
Tn6 DDE FP – inhibitors of Tn6 peptide binding to human fibrin DD(E) | Fibrin DD(E) TRITC-Tn6 fluorescence polarization displacement | inhibition, % at 8.3 µM | 0.21% of 370,000 active;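 active = inhibition above a per-campaign cutoff: mean of compounds within control limits plus 3 SD, cut at about 15% in these data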;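 also: 0% = median of all compound wells on the plate and 100% = blocking peptide control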
TCR-CD3 inh – blocks the human TCR-CD3 interaction | TAMRA-labeled TCR probe fluorescence, biochemical | inhibition, % at 9.4 µM | 0.37% of 360,000 active; in the data active = inhibition above about 19%;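 also: recombinant mutant TCR 2C K166C tagged with TAMRA read by polarization; 0% = receptor in buffer alone and 100% = receptor with positive control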
Tn7 DDE FP – disrupts Tn7 cyclic peptide binding to fibrin D-Dimer-E complex; 0.13% of 370,000 active; inhibition, % at 8.3 µM; FP displacement of FITC-Tn7 peptide from fibrin DD(E); 0% = median of compound wells per plate; P02675;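 active = inhibition above the mean of compounds falling within the control limits plus 3 SD of them, cut at about 14% in these data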;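 also: 0% = plate median of compound wells and 100% = 10 µM Aha-Tn7 peptide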
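Assay system: human fibrin DD(E). Input: DD(E) 2 µM final. Medium: Tris buffer with calcium and detergent, pH 7.8. Compound dosing: single point at 8.3 µM. Timing: 10 min plus 3 h, room temperature. Technique: fluorescence polarization of the labelled Tn7 tracer. Read-out: percent inhibition. Replicates: singlicate testing.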
UHRF1 binding – UHRF1 methyl-DNA binding inhibition. UHRF1 binding to methylated oligo, TR-FRET. Q96T88. AID 687016. 0.75% of 370,000 active. inhibition, % at 4.4 µM; in the data active = inhibition above about 21%;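 also: UHRF1 SRA domain binding a hemimethylated CpG hairpin DNA probe; 0% = median of test compound wells and 100% = reference inhibitor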
PRMT1 FP inh – blocks human protein arginine methyltransferase 1; Q99873; recombinant PRMT1, activity-based probe fluorescence polarization; inhibition, % at 2.79 µM; 1.3% of 370,000 active; AID 652257;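 active = inhibition above about 21% made by adding two undisclosed values, limit read from the data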
Target sequence (Q99873 whole entry, looked up): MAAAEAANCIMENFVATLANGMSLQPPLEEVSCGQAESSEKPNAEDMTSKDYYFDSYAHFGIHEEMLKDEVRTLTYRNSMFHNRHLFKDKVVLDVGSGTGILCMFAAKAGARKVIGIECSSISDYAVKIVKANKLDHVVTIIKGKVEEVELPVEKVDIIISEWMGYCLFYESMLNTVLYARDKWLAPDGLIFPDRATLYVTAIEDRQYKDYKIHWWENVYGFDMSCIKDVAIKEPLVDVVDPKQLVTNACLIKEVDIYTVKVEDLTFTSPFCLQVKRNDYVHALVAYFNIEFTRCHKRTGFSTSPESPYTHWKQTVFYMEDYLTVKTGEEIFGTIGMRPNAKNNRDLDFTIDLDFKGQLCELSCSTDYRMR
SIAE primary – blocks human sialic acid acetylesterase; SIAE FP-Rh probe binding, fluorescence polarization; inhibition, % at 9.66 µM; 0.69% of 370,000 active; Q9HAT2;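 active = inhibition above a cutoff: mean of compounds within the control limits plus 3 SD of those, cut at about 17% in these data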;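 also: 0% = plate median of compound wells and 100% = probe without SIAE protein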
MBD2 DNA inh – inhibitors of human MBD2 binding to methylated oligonucleotide; Q9UBB5; TR-FRET; inhibition, % at 4.4 µM; 0.31% of 370,000 active; AID 686964; in the data active = inhibition above about 13%
Target sequence (Q9UBB5 whole entry, looked up): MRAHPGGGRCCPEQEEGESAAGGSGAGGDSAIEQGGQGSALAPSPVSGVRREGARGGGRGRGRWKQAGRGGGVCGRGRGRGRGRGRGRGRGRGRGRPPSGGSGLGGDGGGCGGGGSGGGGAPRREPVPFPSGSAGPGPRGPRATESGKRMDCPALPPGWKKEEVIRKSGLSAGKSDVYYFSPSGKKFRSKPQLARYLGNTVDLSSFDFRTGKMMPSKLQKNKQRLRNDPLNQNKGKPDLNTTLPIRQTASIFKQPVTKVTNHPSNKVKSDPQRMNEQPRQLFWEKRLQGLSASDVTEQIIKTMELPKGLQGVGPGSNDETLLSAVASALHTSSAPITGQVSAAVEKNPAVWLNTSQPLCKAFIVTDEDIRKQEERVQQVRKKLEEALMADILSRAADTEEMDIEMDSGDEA
proKLK7 act – activators of human kallikrein-7 zymogen; P49862; purified proKLK7, EDANS-DABCYL substrate fluorescence; 100% is mature enzyme control, 0% vehicle; activation, % at 7 µM; 0.9% of 370,000 active; AID 652039;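 active = activation above the mean of all tested compounds plus 3 SD, computed per campaign excluding outliers beyond control limits, cut at about 13% in these data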
Target sequence (P49862 whole entry, looked up): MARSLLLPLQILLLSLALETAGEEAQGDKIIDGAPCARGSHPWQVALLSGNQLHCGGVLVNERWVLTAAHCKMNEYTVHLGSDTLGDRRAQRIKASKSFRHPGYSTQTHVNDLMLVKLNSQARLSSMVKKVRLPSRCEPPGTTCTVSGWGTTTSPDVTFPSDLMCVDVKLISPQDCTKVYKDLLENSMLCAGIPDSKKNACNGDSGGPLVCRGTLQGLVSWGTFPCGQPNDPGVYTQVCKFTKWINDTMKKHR
* hit, by the source's call.

TDP2 inh,LEDGF integ inh,Tn6 DDE FP,TCR-CD3 inh,Tn7 DDE FP,UHRF1 binding,PRMT1 FP inh,SIAE primary,MBD2 DNA inh,proKLK7 act,canonical_smiles
-0.1,2.2,6.4,2.9,-1.2,-2.1,0.2,-1.0,3.8,-0.6,O=C(CCN1C(=O)C2C3C=CC(C3)C2C1=O)N1CCN(c2ccccn2)CC1 (centres undefined)
-8.7,-3.1,3.0,1.1,5.8,1.5,-1.7,-2.1,-4.7,0.6,Cc1ccc(CS(=O)Cc2ccc(C(=O)NCCc3ccccc3)o2)cc1 (centres undefined)
1.7,-1.5,1.8,-4.3,3.9,-0.8,0.0,1.4,-3.3,-0.3,CC(C)C(=O)NN1c2ccccc2CCc2ccccc21
10.1,2.4,5.3,0.9,9.5,5.3,-2.4,-2.9,-2.4,1.1,CCOc1ccc2[nH]c(=O)c(CN(CCCO)S(=O)(=O)c3ccc(F)cc3)cc2c1
-0.6,-4.8,-3.9,-7.2,0.7,2.4,0.9,9.4,4.2,0.1,Cc1nn(C(C)C(=O)NCCc2ccco2)c(=O)c2nn(-c3ccccc3)c(C)c12 (centres undefined)
9.9,-0.1,3.0,5.2,4.1,0.1,0.5,1.4,4.8,-0.5,CCn1c(=NC(=O)CSCC(=O)Nc2nccs2)sc2ccccc21
3.9,2.5,-3.6,3.6,3.1,-2.2,0.0,3.1,-1.8,-0.2,O=[N+]([O-])c1ccc(C=Nc2ccccc2)cc1
8.4,-2.4,1.3,-7.0,1.4,15.6,4.1,-3.8,6.7,-0.3,CCOc1ccc(/C=C(/NC(=O)c2ccc(Cl)cc2)C(=O)O)cc1OCC
8.2,-0.1,-3.4,-4.2,-1.2,-3.5,2.1,1.6,-5.9,0.3,Cc1ccc(C)c2c1cc(C)c1nnc(SCC(=O)c3cccs3)n12
0.1,4.2,-4.1,-2.5,5.7,2.5,3.8,-0.9,3.8,0.5,O=C(COc1ccc([N+](=O)[O-])cc1)NC(C(=O)O)C(O)c1cccc([N+](=O)[O-])c1 (centres undefined)
7.5,-3.1,-3.2,0.2,-0.7,0.4,0.7,1.8,6.1,0.0,COc1ccc(N2CC(C)(C)[C@H](CC(=O)Nc3ccccc3)C2=O)cc1
-5.0,-3.1,1.1,7.0,3.3,0.4,6.7,1.4,-2.8,-0.1,CC(C1CC2CCC1C2)n1c(-c2ccco2)n[nH]c1=S (centres undefined)
-3.1,2.1,7.4,0.9,-12.4,-2.6,-1.3,-2.6,3.4,1.9,Cc1cc(C)cc(CSc2nnc(C)c(=O)[nH]2)c1
2.1,2.5,-5.3,6.1,1.3,0.0,-2.2,-15.9,-2.6,-0.1,C[C@@H]1CN([C@@H](C)CO)C(=O)c2cc(NC(=O)Nc3ccccc3)ccc2O[C@@H](C)CCCCO[C@H]1CN(C)C(=O)Nc1ccc(C(F)(F)F)cc1
12.1,-3.0,-14.0,-1.5,-1.7,2.7,-0.2,-3.8,-2.1,0.5,Cc1ccc(C)c(OCCC(=O)Nc2cccc(S(=O)(=O)N3CCCC3)c2)c1
6.1,-2.6,-10.1,5.7,-0.2,-2.3,1.5,-2.0,1.7,-0.1,C=CCn1c(SCC(=O)NC)nnc1C12CC3CC(CC(C3)C1)C2
1.1,1.4,3.5,7.1,-0.9,-0.1,-1.1,-0.4,-3.1,-0.9,CCOC(=O)C(Cc1ccccc1)C(=O)Nc1cccc(C)c1 (centres undefined)
-15.1,3.0,-12.9,4.1,2.7,4.0,0.4,1.5,1.6,0.5,CCOc1ccc(CN(C)C(=O)CNC(=O)c2cc(OC)c(OC)c(OC)c2)cc1
-2.8,-9.3,-2.2,-3.1,-0.3,2.9,-1.3,-3.7,0.2,-0.1,COc1ccc(OCc2cc(C(=O)NCC(C)(C)N3CCOCC3)no2)c(Cl)c1
-13.3,-1.9,-0.1,9.8,-7.9,-5.9,7.0,7.6,-6.2,-0.3,Cc1cc2cc(CNC(=O)NC3CCCCC3)ccc2[nH]1
-3.9,3.3,3.5,-3.5,5.6,5.0,4.0,12.1,5.4,0.0,Cc1ccccc1OC(C)C(=O)NCCC1=CCCCC1 (centres undefined)
7.7,5.2,-9.7,5.1,-5.7,-0.1,-0.8,6.8,-0.8,0.6,O=[N+]([O-])c1ccc(S(=O)(=O)NCC2CC3CCC2C3)cc1 (centres undefined)
-10.8,2.8,-3.6,-0.8,-2.8,0.2,-2.0,13.3,-0.2,0.4,COc1ccc(Cl)cc1NC(=S)NCCc1c[nH]c2ccccc12
-3.3,0.6,-6.8,6.9,-8.8,-1.6,0.6,-27.9,-3.7,-0.1,O=C(CSc1ncnc2nc[nH]c12)Nc1nnc(SCc2ccc(Cl)c(Cl)c2)s1
-15.7,-1.5,-4.2,11.8,-1.9,-1.4,-4.3,2.3,-0.8,0.5,Cc1ccc(C)n1-c1cc([N+](=O)[O-])ccc1-n1ccnc1
-4.3,1.1,4.5,3.0,1.9,1.9,0.2,4.0,2.9,0.0,O=C(COC(=O)COc1ccc(Cl)cc1)Nc1ccc(F)c([N+](=O)[O-])c1
5.5,-0.8,3.5,-10.9,4.1,-0.9,1.9,4.6,-9.8,-6.2,COc1ccc(C=NNc2nc3c([nH]2)c(=O)n(C)c(=O)n3C)cc1
-17.6,2.3,0.8,7.5,-1.5,1.6,-2.8,-6.2,-2.3,14.7*,N#Cc1nc(-c2cccs2)oc1N1CCOCC1
-1.8,0.7,-3.4,-0.9,-2.0,-2.0,0.3,-2.0,-0.1,0.5,Cc1cc(C)c2c(CN3CCN(c4ccccc4)CC3)cc(=O)oc2c1
-1.8,-2.5,-9.2,2.4,-2.3,-2.0,-1.6,3.4,0.4,-0.2,CCCCNC(=O)C1C2C=CC3(CN(Cc4ccc(C)cc4)C(=O)C13)O2 (centres undefined)
-9.1,-2.8,10.5,7.9,-1.3,1.0,-2.5,-0.3,-2.3,-0.2,CCN1CCN(C(=O)C2CC(c3ccc(F)cc3)=NO2)CC1 (centres undefined)
-23.0,6.4,4.7,-0.5,-0.2,4.2,-5.4,-5.8,-3.1,-0.1,CCOC(=O)C1CCCN(C(=O)c2cn(CC)c3ccc(S(=O)(=O)N(C)C)cc3c2=O)C1 (centres undefined)
-11.5,2.1,0.1,-2.8,3.1,-3.4,4.3,10.4,-7.6,6.1,N#CCSc1nc2c(cc1C#N)CCCC2
-1.8,-0.8,3.0,2.6,1.1,0.6,5.8,4.7,-0.4,-0.1,COc1ccc(S(=O)(=O)n2nc(OC(=O)c3cccs3)cc2N)cc1
-0.2,-3.8,1.2,-4.6,-0.5,-3.1,7.2,7.7,-1.6,0.1,COc1ccc(NC(=S)NCc2ccc3c(c2)cc(C)n3C)cc1
0.8,0.7,-5.3,-10.2,5.0,2.0,4.0,-6.3,2.4,0.5,Cc1c(N(C)S(=O)(=O)c2ccc(Cl)c(C(=O)N3CCC(C(N)=O)CC3)c2)c(=O)n(-c2ccccc2)n1C
11.8,0.0,3.3,3.0,7.2,1.0,1.2,3.9,-0.9,-0.3,CN1CCCN(Cc2ccccc2C(F)(F)F)CC1
2.1,0.4,4.5,8.6,2.9,9.6,-4.0,-1.6,-2.2,0.4,Cc1ccc(N(C(=O)NC2CCCCC2)C2=NCCCCC2)cc1
1.8,8.8,-1.8,2.3,6.5,-1.6,-8.0,3.1,-0.7,-0.2,CCN1CCN(CCNC(=O)CS(=O)(=O)Cc2nc(-c3ccc(C)cc3)oc2C)CC1
10.1,1.2,-3.5,-1.5,1.4,-3.3,0.3,6.3,2.7,0.2,CC(c1ccccc1)C(CC(=O)O)C(=O)Nc1ccc(Cl)c(Cl)c1 (centres undefined)
13.2,1.9,1.6,-1.9,7.1,-3.0,-1.9,2.4,1.8,0.3,O=C(OCc1cccc(F)c1)c1ccc2c(c1)-c1ccccc1C2=O
2.7,-4.1,0.1,-4.8,2.9,2.4,3.1,-2.8,-3.0,-0.3,O=C(/C=C/c1c(Cl)cccc1Cl)NCc1ccccc1
16.7,0.1,1.7,0.1,0.3,-3.9,-3.7,9.7,4.0,0.3,COCCCN1C(=O)C(=O)/C(=C(/O)c2ccc(S(=O)(=O)N3CCOCC3)cc2)C1c1ccc(OC)cc1 (centres undefined)
9.0,2.8,6.2,5.5,3.8,-1.6,-5.0,-4.2,-3.3,-0.2,CCOCc1c(C(=O)NC2=Nc3ccccc3NC(CC)=C2C(=O)OCC)oc2ccccc12
2.4,0.0,-3.8,3.9,-4.5,3.2,1.1,3.7,0.7,0.1,O=C(Nc1ccc(Cn2ccnc2)cc1)c1cccc(C(F)(F)F)c1
-1.0,0.1,2.0,-1.4,-2.5,6.0,3.2,-3.2,-3.3,0.5,Cc1ccc2c(c1)C(=O)C(=O)N2CCCOc1ccccc1
-7.8,-1.6,5.3,-2.8,10.9,1.9,-0.2,-4.1,2.2,-0.5,Cc1ccc(C(=O)OCC(=O)N2CCC(c3ccccc3)=N2)c(C)c1
-4.1,-1.2,6.4,9.0,4.6,-0.5,-0.8,6.5,-2.5,0.3,CCOC(=O)C1CCCN(c2cc(=O)n(C3CCCCC3)c(=O)[nH]2)C1 (centres undefined)
9.5,-2.1,7.0,-2.0,-7.3,2.5,6.1,5.3,0.3,0.3,COc1cccc(C2c3c(oc4ccccc4c3=O)C(=O)N2Cc2ccco2)c1 (centres undefined)
-18.9,2.0,-2.3,2.3,5.7,0.1,-3.2,5.9,-6.5,-0.3,CC(=O)NCC1CCCN(C(=O)c2oc3c(F)cccc3c2C)C1 (centres undefined)
3.5,0.5,3.5,4.1,-7.0,-2.6,19.2,11.8,-0.9,20.0*,CCN1CCSc2ccc(C(=O)NCc3ccccc3C)cc21
-14.0,0.5,9.0,3.0,-2.1,-0.3,-6.0,-3.4,-3.1,-0.4,N#Cc1cnc(SCC(=O)N2CCCC2)nc1N
10.8,0.2,3.8,4.0,-2.1,-2.4,-0.2,-3.2,-5.3,0.4,CC1CCCCN1C(=O)COC(=O)C1CCN(S(=O)(=O)c2ccc(Cl)c(C(F)(F)F)c2)CC1 (centres undefined)

Random excerpt: four entries already listed.
TDP2 inh,LEDGF integ inh,Tn6 DDE FP,TCR-CD3 inh,Tn7 DDE FP,UHRF1 binding,PRMT1 FP inh,SIAE primary,MBD2 DNA inh,proKLK7 act,canonical_smiles
2.4,0.0,-3.8,3.9,-4.5,3.2,1.1,3.7,0.7,0.1,O=C(Nc1ccc(Cn2ccnc2)cc1)c1cccc(C(F)(F)F)c1
-9.1,-2.8,10.5,7.9,-1.3,1.0,-2.5,-0.3,-2.3,-0.2,CCN1CCN(C(=O)C2CC(c3ccc(F)cc3)=NO2)CC1 (centres undefined)
13.2,1.9,1.6,-1.9,7.1,-3.0,-1.9,2.4,1.8,0.3,O=C(OCc1cccc(F)c1)c1ccc2c(c1)-c1ccccc1C2=O
16.7,0.1,1.7,0.1,0.3,-3.9,-3.7,9.7,4.0,0.3,COCCCN1C(=O)C(=O)/C(=C(/O)c2ccc(S(=O)(=O)N3CCOCC3)cc2)C1c1ccc(OC)cc1 (centres undefined)
